# HT1080 IDH1KD tx: HT-1080 IDH1 knockdown cell toxicity (counter line). HT-1080 IDH1 knockdown viability, ATP luminescence, 48 h. Potency, µM (series often up to 46.1 µM), for the others: top-dose activity, negative = toxicity, actives largely listed as cytotoxic. hit rate 2% among 360,000;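 further: potency means the concentration at half of the fitted maximal effect; 0% = DMSO wells and -100% = cell-free medium wells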
#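 IDH1KD HT-1080 cells, 750/well, RPMI + 5% FBS; compound pinned after 2 h settling; 48 h, 37 °C; CellTiter-Glo luminescence; % activity normalised to DMSO and no-cell wells; curves fitted, classed by r2 and efficacy.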
# SW480 rereplic: inducers of DNA re-replication in SW480 colon cancer cells. SW480 DNA re-replication, Hoechst DNA content imaging, 48 h. Potency, µM (doses to about 46.1 µM), for the others: top-dose re-replication activation, actives largely listed as activators. hit rate 1.8% among 340,000. AID 624297; further: potency means the concentration at half of the fitted maximal effect; % of control where 0% means no effect; nearly all actives have a fitted effect of over 55% in size
#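 First, 250 cells per well were seeded. Next, compound or vehicle (23 nL) was pinned in, plates sat 48 hr at 37 C. Finally Hoechst was added for 40 min before fluorescence scanning.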
# ATXN2 expr inh: reduces ATXN2 reporter expression in HEK-293 cells. HEK-293 ATXN2-luciferase reporter, luminescence, 24 h. Potency, µM (titrated, usually from 57 µM), without a hit: at the highest dose activity change, negative = inhibition, most hits filed as inhibitors. hit rate 0.72% among 360,000. AID 1745845; further: potency means the concentration at half of the fitted maximal effect; on the % scale 0 is the no-effect control and ±100 the full control effect; nearly all actives have a fitted effect of over 55% in size
#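 qHTS (up to 57 uM final) was run with 24 h compound exposure of reporter cells at 37 °C. Each well was multiplexed: SteadyGlo luminescence measured ATXN2-luciferase expression after a fluorogenic Gly-Phe-AFC viability readout (25 uM final).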
# MCF10A rerep: DNA re-replication induction in MCF 10a cells | MCF 10A DNA re-replication, Hoechst nuclear intensity, 48 h | Potency, µM (titrated, usually from 46.1 µM), without a hit: at the top dose activity, positive = re-replication, usual class: activators | hit rate 2.9% among 350,000 | AID 624296; further: potency means the concentration at half of the fitted maximal effect; % of control where 0% means no effect; nearly all actives have a fitted effect of over 50% in size
# IL1B secr inh: inhibitors of inflammasome signaling (IL-1 beta secretion); THP-1 LPS/ATP IL-1B secretion, AlphaLISA, 16 h; active compounds read low; activity change, % at 57.5 µM; hit rate 4.7% among 360,000; AID 743279; in the data active means activity change below about -50%; inconclusive means mostly about -30% to -49%; further: on the % scale 0 is the no-effect control and ±100 the full control effect
#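 THP-1 cells pretreated 1 hr with compounds (up to 57.5 uM final), then stimulated with LPS (250 ng/mL final) plus ATP (1.25 mM final); secreted IL-1B measured by AlphaLISA after 16 hr, decreased signal indicating inhibition.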
# HT1080NT lethal: kills 2HG-producing HT-1080-NT fibrosarcoma cells; hit rate 1.6% among 360,000; AID 686970; Potency, µM (top dose mostly 46.1 µM), for inactives: top-dose activity, negative = less viability, hits mostly cytotoxic; HT-1080-NT fibrosarcoma viability, CellTiter-Glo ATP luminescence, 48 h;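 further: NT is the 2HG producing partner of a matched IDH1 knockdown line; potency means the concentration at half of the fitted maximal effect; 0% = DMSO-treated cells and -100% = media-only wells without cells; nearly all actives have a fitted effect of over 55% in size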
#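 HT-1080-NT fibrosarcoma cells (2HG-overproducing), 750 cells/well in RPMI with 5% FBS, dosed after 2 h and incubated 48 h at 37C. CellTiter-Glo luminescence normalized to DMSO and no-cell wells; concentration-response curves fitted and classed.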
# KB-V1 cytotox: kills drug-selected multidrug resistant KB-V1 cells; KB-V1 MDR cells viability, CellTiter-Glo, 72 h; Potency, µM (top dose mostly 46.1 µM), for inactives: at the highest dose activity change, negative = cytotoxicity, hits mostly cytotoxic; hit rate 3.4% among 400,000; AID 1347076; further: potency means the concentration at half of the fitted maximal effect; on the % scale 0 is the no-effect control and ±100 the full control effect; nearly all actives have a fitted effect of over 60% in size
#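 Following 72 h at 37 degrees C with compound, KB-V1 cell viability was read by CellTiter-Glo luminescence, medium being phenol-red-free DMEM plus 10% FBS; concentration-response parameters came from normalized, curve-fitted qHTS data.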
# S2 tox: cell viability loss in ATXN counter-screen; Potency, µM (titrated, usually from 56.7 µM), usual class: cytotoxic; hit rate 0.49% among 400,000; S2 cells (HEK-293 line with an ATXN2-luciferase reporter) viability, CellTiter-Fluor protease fluorescence, 24 h; AID 651635; further: potency means the concentration at half of the fitted maximal effect; nearly all actives have a fitted effect of over 40% in size
# KB-3-1 cytotox: kills parental KB-3-1 adenocarcinoma cells. hit rate 1.4% among 400,000. KB-3-1 viability, CellTiter-Glo ATP luminescence, 72 h. Potency, µM (doses to about 46.1 µM), for inactives: at the highest dose activity change, negative = cytotoxic, most hits filed as cytotoxic; further: potency means the concentration at half of the fitted maximal effect; on the % scale 0 is the no-effect control and ±100 the full control effect; nearly all actives have a fitted effect of over 60% in size
#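 KB-3-1 cells, DMEM (no phenol red) + 10% FBS; compound by pin transfer, 72 h, 37 °C. Readout: CellTiter-Glo luminescence after 10 min. Data normalized, curve-fitted.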
# Numbers without * were called inactive; i = inactive; ? = inconclusive; . = not tested or not shown; & = joins results of further samples; [ ] = another dose, or the depositor's remark. Unless noted, the call rests on the fitted dose curve; in most records, active means well fitted curve in the direction sought with a large enough effect; inconclusive means small, poorly fitted or top-dose-only effect, or another doubt; inactive means no such curve, though single readings can be large; an effect the other way counts as inactive or inconclusive.
Structure,HT1080 IDH1KD tx,MCF10A rerep,SW480 rereplic,ATXN2 expr inh,HT1080NT lethal,IL1B secr inh,KB-3-1 cytotox,S2 tox,KB-V1 cytotox
CC(=O)Nc1ccc(C(=O)OCC(=O)Nc2ccc(N3CCOCC3)cc2)cc1,1.4%,-1.6%,-0.2%,5.5%,10.8%,33.3,11.3%,i,0.0%
CC(Oc1cc2oc(=O)c3c(c2cc1Cl)CCC3)C(=O)N1C[C@H]2C[C@@H](C1)c1cccc(=O)n1C2 (stereo partly drawn),-1.7%,4.2%,2.0%,-11.1%,-2.4%,0.0,-0.1%,i,?
CCOC(=O)[C@]12CCC=C1N(Cc1ccccc1)C(=O)[C@H](CC(=O)NCc1cccs1)C2,2.1%,.,.,8.7%,8.6%,-14.1,3.8%,i,1.0%
COC(=O)c1ccc(Cn2nnc3ccccc32)cc1,-13.9%,-0.3%,16.6%,4.5%,-8.6%,17.4,2.8%,i,?
COc1cc(/C=C/C(=O)OCC(=O)Nc2cc(S(=O)(=O)N3CCCCC3)ccc2C)ccc1O,-7.7%,10.6%,-20.4%,5.3%,-13.7%,14.0,8.5%,i,12.2%
CN1C(=O)C(CC(N)=O)N(NC(=O)c2ccc(Cl)cc2)C1=S (stereo not drawn),-2.2%,16.0%,27.0%,3.3%,0.7%,-1.5,-4.4%,i,1.6%
CCc1cccc(C)c1NC(=O)CO/N=C(\N)CC(=O)NC1CCCCC1,-6.7%,0.5%,7.2%,.,-1.4%,30.3,-0.8%,i,-6.2%
COc1cc(NC(=O)c2ccc(Cl)cc2Cl)ccc1-c1cc2ccccc2oc1=O,?,?,?,-23.4%,?,3.7,?,i,-26.5%
COc1ccc(CCNC(=O)CN(c2cc([N+](=O)[O-])ccc2OC)S(C)(=O)=O)cc1,?,-10.3%,-2.7%,-3.0%[11.3 µM],7.4%,5.7,8.3%,i,-8.4%
Cc1nc(CN2CCN(C(=O)c3ccc(C(C)(C)C)cc3)CC2)cs1,-3.7%,0.9%,4.3%,-14.9%,-5.0%,?,1.5%,i,7.4%
Clc1ccc(-c2nc3ccccn3c2CN2CCSCC2)cc1,-13.0%,?,-8.2%,-8.2%,-10.0%,?,-13.5%,?,-11.8%
Cc1ccccc1OCC(=O)NCC(c1ccc(Cl)cc1)N1CCCCC1 (stereo not drawn),.,.,.,-6.0%,.,.,4.4%,i,2.6%
C=CCNc1nc(-c2ccc(OC)cc2OC)cs1,-5.9%,0.8%,1.9%,86.1%[activator],8.2%,10.6,-19.7%,i,?
CCOC(=O)c1cc2c(=O)n3ccccc3nc2n(CCOC)c1=NC(=O)C(C)(C)C,0.7%,27.2%,?,-2.7%,6.1%,0.0,21.7%,.,-14.2%
CCO/C(C)=N/Oc1cccc(N(C)C)c1,1.4%,.,.,6.8%,28.3%,17.2,0.1%,i,-10.7%
COc1cc(CNc2ccccc2SC)cc(OC)c1OC,?,5.4%,-3.8%,-4.8%,-29.9%,-2.4,-16.1%,i,?
COc1cccc(Cn2cnc(-c3ccccc3OC)c2-c2cccnc2)c1,-6.8%,.,.,-31.7%,?,-6.3,-8.0%,i,-12.3%
CCN1CCN(C(c2cccs2)C(C)NC(=O)c2c(F)cccc2F)CC1 (stereo not drawn),0.2%,15.5%,-3.7%,3.0%,4.8%,-15.6,-4.2%,i,?
CCOc1ccc(Cn2c(=O)oc3ccccc32)cc1,-4.5%,-0.5%,-35.0%[inhibitor],-25.9%&16.0%,4.3%,-27.8,1.6%&0.1%,i,-4.4%&-4.0%
C/C(=C\c1ccccc1)CN1CCN(c2ccccc2)CC1,-15.3%,?,5.2%,-3.7%,10.2%,-8.6,-1.3%,i,?
CCN(c1ccccc1)S(=O)(=O)c1ccc(C(=O)N(C)Cc2cccs2)cc1,-5.6%,3.4%,-49.3%[inhibitor],-15.2%,3.6%[9.24 µM],-14.9,-8.0%,i,-0.9%
c1ccn2cc(-c3ccc4c(c3)OCO4)cc2c1,-1.0%,-11.1%,?,.,8.3%,0.0,-0.5%,i,0.1%
O=C(CCN1C(=O)C2C3C=CC(C3)C2C1=O)NCCc1ccccc1 (stereo not drawn),17.0%,-19.0%,-6.2%,7.5%,12.7%,25.7,0.5%,i,8.9%
COc1ccc(S(=O)(=O)Nc2ncccc2C)c2ccccc12,-1.1%,2.6%,-0.5%,6.2%,-2.1%,-22.5,5.1%,i,-17.5%
Cc1cccc(NC(=O)CCN2CCC(C(N)=O)CC2)c1,1.2%,-12.4%,?,.,3.0%,5.4,3.2%,i,14.6%
N#Cc1ccccc1OCCCN1CCC(C(O)(c2ccccc2)c2ccccc2)CC1,?,.,.,?,?,?,?,?,23.1µM*
Cc1cc(OCC(=O)N2CCN(c3cccc(Cl)c3)CC2)c2c(C)c(C)c(=O)oc2c1,-14.7%,1.5%,-6.9%,?,-13.1%,36.7,11.9%,i,17.8%
COc1ccccc1-c1ccc(Nc2ccc(C(=O)N3CCOCC3)cc2)nn1,-0.1%,1.6%,-9.1%,9.2%,3.4%,?,-9.7%,i,2.7%
C/C(=N\NC(=O)c1cc(C)oc1C)c1ccc2c(c1)OCO2,13.1%,?,5.4%,-19.6%,?,0.1,?,i,5.7%
CCOC(=O)NC(NCCc1ccccc1)(C(F)(F)F)C(F)(F)F,24.9%,10.5%,22.6%,-3.3%,-3.1%,-20.0,-16.4%,i,-4.1%
O=C(Nc1nccs1)c1cc(S(=O)(=O)N2CCCCC2)ccc1Cl,-3.5%[9.24 µM],-2.1%,-5.1%,-4.9%,-0.1%,3.0,0.0%,i,?
CC[C@H]1OC(=O)[C@H](C)[C@@H](O[C@H]2C[C@@](C)(OC)[C@@H](O)[C@H](C)O2)[C@H](C)[C@@H](O[C@@H]2O[C@H](C)C[C@H](N(C)C)[C@H]2O)[C@](C)(O)C[C@@H](C)C(=O)[C@H](C)[C@@H](O)[C@]1(C)O,1.8%,7.3%,?,-3.3%,-13.0%,3.4,-0.4%,i,?
COc1ccc(F)cc1-c1cc(C(=O)NCc2ccc(F)cc2)[nH]n1,9.2%,.,.,11.4%,1.3%,-3.0,0.0%,i,-8.4%
O=C(Nc1ccc(Br)cc1)c1ccccc1CC[N+](=O)[O-],-8.9%,3.1%,2.2%,-2.1%,-3.7%,-4.2,-1.0%,i,6.9%
O=C(Nc1nc2ccc(Cl)cc2s1)c1ccc(Br)o1,-8.8%,-2.6%,-0.2%,37.5%[activator],-3.2%,2.0,-13.2%,i,10.3%
CC(NC(=O)Nc1ccc(Cl)cc1)C(c1cccs1)N1CCOCC1 (stereo not drawn),?,11.4%,2.9%,-5.7%,?,-4.5,-23.3%,i,-4.6%
O=C(COc1coc(CN2CCN(c3ccccc3F)CC2)cc1=O)NC1CCCC1,11.9%,1.0%,-3.7%,2.8%,15.2%,26.0,-6.3%,i,-8.4%
COc1ccccc1NC(=O)COC(=O)c1ccc(S(=O)(=O)N2CCCCCC2)cc1,12.1%,1.0%,1.3%,-5.9%,-0.2%,1.3,6.6%,i,12.3%
CC(C)CCN1CC(=O)N2[C@@H](Cc3c([nH]c4ccccc34)C2(C)C)C1=O,0.1%,0.5%,-1.8%,0.9%,1.5%,-26.4,11.6%,i,3.5%
COc1ccccc1N(C)S(=O)(=O)c1ccc(C(=O)NCC(c2ccco2)N2CCCCC2)cc1 (stereo not drawn),-17.4%,10.1%,3.8%,.,-29.8%,10.3,-5.7%,?,13.2%
COc1cccc2sc(NN)nc12,?,2.9%,-2.5%,-19.9%,-22.1%,-0.6,6.2%,i,-19.1%
O=C(c1ccc2c(c1)N(Cc1ccc(F)cc1)C(=O)c1ccccc1S2(=O)=O)N1CCC(Cc2ccccc2)CC1,.,.,.,-5.6%,.,.,-11.8%,i,0.5%
O=C(c1ccccc1F)N1CCN(Cc2cccc(Cl)c2)CC1,4.8%,-0.4%,0.3%,-12.4%,-2.6%,?,-2.0%,i,20.6µM*
Cc1ccc([N+](=O)[O-])cc1NC(=O)CN(c1ccccc1)S(=O)(=O)N(C)C,.,.,.,6.5%,.,.,4.3%,i,-4.1%
O=C(Nc1nc2c(Cl)ccc(Cl)c2s1)C1CC1,6.0%,6.5%,-8.8%,-25.3%,-1.5%,31.5,3.2%,i,1.8%
S=c1[nH]nc(COc2ccccc2)n1/N=C/C=C/c1ccco1,8.4%,-9.1%,-6.5%,-11.1%,8.3%,10.6,0.6%,i,7.1%
CN(C)c1ccc(C(CNS(=O)(=O)c2cccc([N+](=O)[O-])c2)N2CCOCC2)cc1 (stereo not drawn),-6.0%,3.6%,-53.6%[inhibitor],10.8%,-15.3%,-3.3,?,i,-22.9%
Oc1ccc(/C=N/NC(=S)NC2CC3CCC2C3)cc1 (stereo not drawn),-22.2%,?,13.0%,65.3%[activator],?,-66.1*,-11.8%,i,19.1%
CC(=O)N1CCOc2ccc(S(=O)(=O)N3CCN(c4cc(C)ccc4C)CC3)cc21,-26.9%,?,-18.9%,-35.9%,-2.8%,48.0,-8.4%,i,-23.2%
CCn1c(CC(=O)Nc2ccccc2C)nnc1SCC(=O)Nc1nncs1,8.4%,-4.1%,-41.9%[inhibitor],-18.5%,0.2%,-0.9,-1.1%,i,16.6%
